# Screening data (PubChem BioAssay)
# Rab9 promoter act – Rab9 promoter activation | Huh7 Rab9 promoter-luciferase reporter, luminescence, 24 h | hit rate 2.8% among 320,000 | Potency, µM (series often up to 9.22 µM), for inactives: at the highest dose activation, negative = inhibition, usual class: activators; further: potency means the concentration at half of the fitted maximal effect; % of control where 0% means no effect; nearly all actives have a fitted effect of over 60% in size
#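 Huh7 cells stably carrying a Rab9 promoter-luciferase reporter, 1500 cells per well in OP-MEM I with 10% FBS, treated with compound 24 hours at 37C. Luciferase activity read by luminescence after 10 minutes with Amplite reagent.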
# PKM2 activator – increases activity of human pyruvate kinase M2 | purified PKM2, Kinase-Glo ATP luminescence, activation; response scale: 0% is enzyme alone, no compound | Potency, µM (doses to about 57.5 µM), inactives show top-dose activation, hits mostly activators | hit rate 0.34% among 260,000 | AID 1631; further: potency means the concentration at half of the fitted maximal effect; on the % scale 0 is the no-effect control and ±100 the full control effect; nearly all actives have a fitted effect of over 55% in size
# Target sequence (P14618 whole entry, looked up): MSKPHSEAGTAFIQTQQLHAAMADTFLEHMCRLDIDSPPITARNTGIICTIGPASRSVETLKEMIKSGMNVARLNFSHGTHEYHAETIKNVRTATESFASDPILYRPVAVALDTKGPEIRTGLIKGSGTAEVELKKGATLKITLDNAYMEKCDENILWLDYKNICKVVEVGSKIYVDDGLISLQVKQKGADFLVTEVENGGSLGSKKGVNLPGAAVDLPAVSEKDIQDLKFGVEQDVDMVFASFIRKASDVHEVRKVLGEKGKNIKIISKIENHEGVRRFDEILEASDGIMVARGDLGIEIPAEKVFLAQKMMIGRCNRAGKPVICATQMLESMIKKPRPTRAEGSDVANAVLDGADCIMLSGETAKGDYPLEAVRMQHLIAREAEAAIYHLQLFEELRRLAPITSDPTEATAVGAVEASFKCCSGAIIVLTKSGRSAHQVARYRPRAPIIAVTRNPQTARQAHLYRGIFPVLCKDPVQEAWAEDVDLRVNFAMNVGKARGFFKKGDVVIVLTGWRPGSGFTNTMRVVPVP
#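 ATP formation by purified human PK-M2, quantified via coupled luciferase luminescence after 1 h at room temperature with 0.1 mM ADP and 0.5 mM PEP final.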
# RORgamma inh – ROR gamma (mouse) transcription inhibition. AID 2551. P51450. Potency, µM (titrated, usually from 53.6 µM), inactives show at the highest dose activity change, negative = inhibition, most hits filed as inhibitors. Drosophila S2 Gal4-RORgamma UAS-luciferase reporter, 20 h. hit rate 5.4% among 310,000; further: potency means the concentration at half of the fitted maximal effect; on the % scale 0 is the no-effect control and ±100 the full control effect; nearly all actives have a fitted effect of over 60% in size
#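 Read-out: Photinus luciferase luminescence; inhibitors lower reporter signal. Insect Schneider cells with Gal4-ROR gamma fusion under metallothionein promoter, UAS reporter; 700 uM final copper sulfate induction, 20 hr, ambient temperature.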
# FLuc counter – inhibits or activates purified firefly luciferase, miR-21 counter-screen; Potency, µM (top dose mostly 57.5 µM), for inactives: top-dose activity change, negative = inhibition, most hits filed as inhibitors; purified FLuc, Km substrates, luminescence inhibition; hit rate 6.9% among 360,000; P08659;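 further: potency means the concentration at half of the fitted maximal effect; plate controls were vehicle for no effect and reference inhibitor for full effect; nearly all actives have a fitted effect of over 55% in size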
# Target sequence (P08659 whole entry, looked up): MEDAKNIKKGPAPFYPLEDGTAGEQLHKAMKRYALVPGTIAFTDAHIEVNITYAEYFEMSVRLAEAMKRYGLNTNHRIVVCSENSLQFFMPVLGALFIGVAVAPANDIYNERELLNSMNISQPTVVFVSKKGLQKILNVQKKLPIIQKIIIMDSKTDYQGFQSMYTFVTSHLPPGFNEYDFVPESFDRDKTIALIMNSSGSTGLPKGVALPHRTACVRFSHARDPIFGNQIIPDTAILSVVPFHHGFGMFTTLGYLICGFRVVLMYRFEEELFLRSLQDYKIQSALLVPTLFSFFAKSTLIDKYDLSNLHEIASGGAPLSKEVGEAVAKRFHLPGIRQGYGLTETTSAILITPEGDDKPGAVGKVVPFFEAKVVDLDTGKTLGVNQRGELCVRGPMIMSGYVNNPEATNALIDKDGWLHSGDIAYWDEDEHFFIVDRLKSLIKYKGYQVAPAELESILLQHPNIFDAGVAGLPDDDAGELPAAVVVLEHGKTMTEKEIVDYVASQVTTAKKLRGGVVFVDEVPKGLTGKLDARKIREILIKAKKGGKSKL
#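 Purified P. pyralis luciferase (10nM final) with 10uM D-luciferin and 10uM ATP (Km levels) in 50mM Tris acetate pH 7.5, 10mM Mg acetate, 0.01% Tween-20, 0.05% BSA; qHTS 6-point titration, ~60 µM downward; luminescence read.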
# p53 reactivator – mutant p53 re-activation in reporter cells | H1299 p53-A138V BP100-luciferase reporter, luminescence, 24 h | Potency, µM (doses to about 92.2 µM), for inactives: at the top dose activity change, positive = activation, usual class: activators | hit rate 0.063% among 320,000; further: potency means the concentration at half of the fitted maximal effect; % of control where 0% means no effect; nearly all actives have a fitted effect of over 45% in size
#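 H1299 (p53-null), stable ts p53-A138V + BP100-Luc; 1000 cells/well, Opti-MEM/10% FBS; cpd 4 pt, 1:5; 24 h, 37 deg C, 5% CO2; detection reagent 10 min RT; luminescence.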
# Giardia killer – Giardia lamblia killing. Giardia lamblia trophozoite viability. activity change, % at 7.66 µM, hits read low. hit rate 0.15% among 340,000. AID 540267; in the data active means activity change below about -80%; inconclusive means between about -30% and that limit;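 further: parasites exposed to compound for two days anaerobically before the ATP read; on the % scale 0 is the no-effect control and ±100 the full control effect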
#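 Luminescence from cellular ATP indicates surviving trophozoites (100 cells/well) following 48 hrs anaerobic compound treatment at 37 deg C; signal develops 15-30 min at room temperature.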
# BRCA1 expr up – increases BRCA1 expression; MCF7-BRCA1-FFLuc reporter, luminescence, 48 h; response scale: scaled: vehicle 0%, 10 µM genistein 100%; Potency, µM (doses to about 46.1 µM), without a hit: top-dose activation, most hits filed as activators; hit rate 1.1% among 380,000; AID 624202; further: potency means the concentration at half of the fitted maximal effect; nearly all actives have a fitted effect of over 80% in size; some results filed as inactive show a strong effect at the top dose
#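 Luminescence from a BRCA1-driven firefly luciferase in MCF7 cells was read after 48 h compound exposure at 37 C. Data normalized against DMSO and a 10microM genistein activation control, then curve-fitted across the titration.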
# Menin-MLL TR inh – inhibitors of human menin-MLL interaction, mutant MLL peptide; AID 1768; O00255; Menin + Texas Red MLL mutant peptide, fluorescence polarization; hit rate 0.23% among 270,000; Potency, µM (top dose mostly 61.6 µM), without a hit: top-dose FP activity change, negative = inhibition, most hits filed as inhibitors; active means well fitted inhibition curve with a large enough effect in the polarisation, with a control signal flat, not every such curve was filed as active; inconclusive means small, poorly fitted or top-dose-only effect, or effect the other way, or a change in a side signal; inactive means no such curve, though single readings can be large or run the other way; the % refers to the polarisation; further: potency means the concentration at half of the fitted maximal effect; % of control where 0% means no effect; many of its hits are not listed in these tables
# Gal4-VP16 FLuc – Gal4-VP16 reporter inhibition counter-screen; Drosophila S2 Gal4-VP16 UAS-luciferase, luminescence, 20 h; Potency, µM (series often up to 53.6 µM), for inactives: top-dose activity, negative = inhibition, hits mostly inhibitors; hit rate 3.5% among 310,000;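 further: Gal4-VP16 expression switched on by copper sulfate through the metallothionein promoter; potency means the concentration at half of the fitted maximal effect; on the % scale 0 is the no-effect control and ±100 the full control effect; nearly all actives have a fitted effect of over 50% in size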
# NPC1 prom act – activators of NPC1 promoter; Potency, µM (series often up to 9.22 µM), for inactives: at the highest dose activation, hits mostly activators; hit rate 2.4% among 320,000; Huh7 NPC1 promoter luciferase reporter, 24 h; AID 485313;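 further: potency means the concentration at half of the fitted maximal effect; % of control where 0% means no effect; nearly all actives have a fitted effect of over 60% in size; reporter is driven by a mutant NPC1 promoter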
#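 Huh7 reporter cells (NPC1 promoter driving luciferase) are dosed with compound for 24 h at 37 °C, 5% CO2; luciferase detection reagent is then added and luminescence measured after 10 min at ambient temperature.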
# ELG1 genotoxic – induces genotoxicity in HEK293T cells with luciferase-tagged ELG1; HEK293T ELG1-luciferase reporter, luminescence, 16 h; Potency, µM (top dose mostly 46 µM), inactives show at the top dose activity change, positive = activation, most hits filed as activators; hit rate 1.3% among 330,000; further: potency means the concentration at half of the fitted maximal effect; % of control where 0% means no effect; nearly all actives have a fitted effect of over 60% in size
#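 Cells (2,000/well) expressing the ELG1-luciferase fusion are dosed by pin tool and kept 16 hr at 37 °C, 5% CO2. Signal comes from ONE-Glo luciferase reagent after 30 min at room temperature.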
# Starred values were filed as active, the others as inactive; ? = inconclusive; nt = no result given; & = joins results of further samples; [ ] = another dose, or the depositor's remark. Unless noted, the call rests on the fitted dose curve; in most records, active means well fitted curve in the direction sought with a large enough effect; inconclusive means small, poorly fitted or top-dose-only effect, or another doubt; inactive means no such curve, though single readings can be large; an effect the other way counts as inactive or inconclusive. Not all compounds are listed; rates above refer to the full screens.
SMILES,Rab9 promoter act,PKM2 activator,RORgamma inh,FLuc counter,p53 reactivator,Giardia killer,BRCA1 expr up,Menin-MLL TR inh,Gal4-VP16 FLuc,NPC1 prom act,ELG1 genotoxic
O=C(Nc1ccc(Cl)c(Cl)c1)Nn1cnnc1,-2%,0%[11.5 µM],-3%,-14%,-22%,-3,13%,9%,9%,6%,-4%
NC(=O)C1CCN(C(=O)COc2ccc(S(=O)(=O)NCc3ccccc3)cc2Cl)CC1,-4%,6%,15%,2%,9%,7,0%,1%,-4%,0%,0%
Cc1c(OC(=O)CNC(=O)OC(C)(C)C)ccc2c3c(c(=O)oc12)CCC3,-34%[inhibitor],-4%,32%,-11%,-13%,5,2%,-5%,-5%,4%,-4%
Cc1ccccc1-n1c(=O)cc(NCC2CCCO2)[nH]c1=O (stereo not drawn),1%,-4%,4%,7%,-4%,-11,8%,-17%,-5%,-6%,-1%
CCC1(CC)NC(=O)N(CC(=O)OC(C)C(=O)Nc2ccccc2OC)C1=O (stereo not drawn),0%,nt,nt,3%,15%,8,-5%,nt,nt,-2%,0%
O=C1Nc2cc3c(cc2Sc2ccccc21)OCCO3,1%,-1%,-12%,5%,-5%,-2,4%,1%,9%,-2%,-1%
O=c1[nH]nc(Cc2ccc(Cl)cc2)c2ccccc12,8%,2%,13%,-5%,-5%,3,0%,-18%,6%,1%,1%
COc1ccc(S(=O)(=O)N(C)C)cc1NC(=O)c1ccc(OCC(=O)N2CCOCC2)c(OC)c1,2%,nt,nt,2%,4%,8,-3%,nt,nt,-2%,-5%
O=C(/C=C/c1cccc(Cl)c1)Nn1c(-c2cccs2)nc2ccccc2c1=O,2%,1%,?,-7%,-7%,14,-43%,?,2%,-3%,-2%
COc1cccc(-c2nc(CS(=O)(=O)CC(=O)Nc3cc(C)ccc3C)c(C)o2)c1,-1%,1%,0%,2%,-7%,-1,-6%,9%,1%,-1%,-3%
CC1=NC(=O)C(N=Nc2cccc(C(=O)O)c2)N1c1ccccc1 (stereo not drawn),1.3µM*,0%,5.6µM*,0.43µM*,-12%,-10,?,18%,8.9µM*,?,?
CCNc1nc(NCC)n2c(SCC(=O)Nc3ccc(OC)c(OC)c3)nnc2n1,-4%,nt,nt,1%,5%,9,-13%,nt,nt,-3%,12%
Cc1ncsc1CCOC(=O)c1ccc(Cl)cc1,0%,4%,7%,?,1%,-10,13%,-10%,2%[10 µM],-1%,6%
CCOc1ccc(NC(=O)c2ccccc2CO)cc1,?,-16%,23%,17µM*,?,-6,?,-8%,-7%,?,?
CCOc1ccc(C(=O)NCCc2ccccc2)cc1,0.32µM*,-19%,8.9µM*,1.1µM*,-2%,?,-33%,-3%,8.9µM*,0.4µM*,0.58µM*

# 6 consecutive entries already listed:
SMILES,Rab9 promoter act,PKM2 activator,RORgamma inh,FLuc counter,p53 reactivator,Giardia killer,BRCA1 expr up,Menin-MLL TR inh,Gal4-VP16 FLuc,NPC1 prom act,ELG1 genotoxic
COc1cccc(-c2nc(CS(=O)(=O)CC(=O)Nc3cc(C)ccc3C)c(C)o2)c1,-1%,1%,0%,2%,-7%,-1,-6%,9%,1%,-1%,-3%
CC1=NC(=O)C(N=Nc2cccc(C(=O)O)c2)N1c1ccccc1 (stereo not drawn),1.3µM*,0%,5.6µM*,0.43µM*,-12%,-10,?,18%,8.9µM*,?,?
CCNc1nc(NCC)n2c(SCC(=O)Nc3ccc(OC)c(OC)c3)nnc2n1,-4%,nt,nt,1%,5%,9,-13%,nt,nt,-3%,12%
Cc1ncsc1CCOC(=O)c1ccc(Cl)cc1,0%,4%,7%,?,1%,-10,13%,-10%,2%[10 µM],-1%,6%
CCOc1ccc(NC(=O)c2ccccc2CO)cc1,?,-16%,23%,17µM*,?,-6,?,-8%,-7%,?,?
CCOc1ccc(C(=O)NCCc2ccccc2)cc1,0.32µM*,-19%,8.9µM*,1.1µM*,-2%,?,-33%,-3%,8.9µM*,0.4µM*,0.58µM*

# (continued)
SMILES,Rab9 promoter act,PKM2 activator,RORgamma inh,FLuc counter,p53 reactivator,Giardia killer,BRCA1 expr up,Menin-MLL TR inh,Gal4-VP16 FLuc,NPC1 prom act,ELG1 genotoxic
CCOC(=O)c1[nH]c(C)c(C(=O)OCC(=O)N(C)C2CCS(=O)(=O)C2)c1C (stereo not drawn),-4%,-9%,23%,0%,6%,-6,23%,6%,23%,-1%,4%
CC(OC(=O)CCN1C(=O)C2CC=CCC2C1=O)C(=O)c1ccc(F)cc1 (stereo not drawn),-2%,nt,nt,0%,5%,-5,0%,nt,nt,-1%,-2%
C/C=C/C=C/C(=O)Nc1cccc(C2=NOC3(C2)C[C@H](C(N)=O)N(C(=O)CC(c2ccccc2)c2ccccc2)C3)c1 (stereo partly drawn),-5%,?,?,?,-2%,nt,nt,nt,19%,-7%,-2%
Cc1cc(/C=C(/C#N)C(=O)Nc2ccccc2)c(C)n1-c1cccnc1,4µM*,-1%,18%,1.5µM*,5%,-4,?,1%,-3%,?,1%
O=C(CCS(=O)(=O)c1ccc(F)cc1)Nc1nc(-c2ccncc2)cs1,0%,nt,38%,-17%,-19%,-19,-59%,nt,-14%,-16%,-6%
O=C1C(=O)N2C(=C1C(=O)N1CCCCCC1)c1ccccc1CC21CCCC1,-2%,0%,-9%,?,0%,6,-12%,-1%,1%,-4%,0%
CC1CCc2c(sc(/N=C/c3ccco3)c2C(N)=O)C1 (stereo not drawn),28%,-2%,-11%,5.4µM*,14%,-7,20%,nt,-3%,?,?
Cc1[nH][nH]c(=O)c1C(c1ccc(-c2cccc(Cl)c2)o1)c1c(C)[nH][nH]c1=O,-2%,15%,-19%,-20%,1%,-1,0%,nt,-17%,-2%,-2%
Brc1ccc(OCCn2ccnc2)cc1,-3%,-14%,-28%,1%,6%,12,9%,-17%,1%,-1%,0%
CC12CCC(=O)N1C(C(=O)NNC(=O)c1ccc(Cl)cc1)CS2 (stereo not drawn),-4%,nt,nt,7%,-1%,9,-9%,nt,nt,-1%,-4%
COC(=O)c1cccc(NC(=O)Cn2cnc3c2c(=O)n(C)c(=O)n3C)c1,7%,1%,-3%,-9%,4%,9,0%,0%,-3%,-1%,0%
Nc1c(C(=O)CCC(=O)O)oc2ccc(Cl)cc12,-2%,-4%,3%,-10%,-4%,-19,8%,4%,-4%,1%,8%
Cc1ccc(C2C3=C(CC(C)(C)CC3=O)OC3=C2C(=O)CC(C)(C)C3)cc1,-7%,-1%,-14%,0%,-4%,-14,-3%,?,-4%,-6%,0%
CC1=C(C(=O)OCc2ccccc2)C(c2ccccc2-c2ccccc2)NC(=O)N1CCCCCC(=O)O (stereo not drawn),2%,0%&-6%,5%&22%,2%,-10%,6,0%,-11%&1%,-5%&9%,-3%,3%
Cc1ccc(S(=O)(=O)N2CCOCC2)cc1C(=O)OC(C)C(=O)c1ccccc1 (stereo not drawn),-4%,nt,nt,5%,-5%,6,1%,nt,nt,-3%,-4%
CCOc1cc(NC(=S)NCCCOC)c(OCC)cc1NC(=O)c1ccco1,-1%,-9%,20µM*,1%,-2%,78[activator],0%,-25%,?,3%,0%
CCOc1ccc(NC(=O)COC(=O)C2(C)CC2(Cl)Cl)c([N+](=O)[O-])c1 (stereo not drawn),18%,0%,0%,?,5%,?,9%,-4%,-10%,0%,0%
C/C(=N\NC(=S)NCc1ccccc1)c1ccc2ccccc2c1,-1%,-5%,2.5µM*,1%,?,-12,-11%,-6%,4.5µM*,0%,0%
COc1cc([N+](=O)[O-])cc2sc(NC(=O)C3CC3)nc12,1%,3%,7%,-3%,9%,7,-2%,7%,-3%,2%,3%
COc1ccc(C(N)=O)cc1N,3%,4%,5%,1%,5%,-7,-1%,-14%,-8%,0%,-12%
COc1ccccc1Nc1nc(N)nc(CN2CCC(C)CC2)n1,-7%,0%,?,-2%,-4%,20,-18%,0%,-6%[10 µM],-7%,9%
CCCc1nnc(NC(=O)CCC(=O)N2CCN(Cc3cc(Cl)ccc3OC)CC2)s1,-4%,nt,9%,4%,15%,?,8%,nt,-18%,1%,-3%
Cc1ccc(C(=O)NCCNC(=O)c2ccccc2)cc1,-3%,3%,-8%,-7%,8%,2,-7%,-4%,-3%,0%,-2%
O=C(CSc1nnc(CNC(=O)C23CC4CC(CC(C4)C2)C3)n1-c1ccccc1)Nc1ccccc1,2%,-2%,95%,0%,1%,11,-18%,10%,17%,-3%,-1%
